From PubChem BioAssay
IDE cell inh – inhibits human insulin-degrading enzyme in HEK cells; P14735; FAbetaB cleavage, fluorescence polarization; inhibition, % at 5.59 µM; 0.41% of 320,000 active;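 active = percent inhibition above the average of all tested compounds plus 3 SD, set per screening campaign, cut at about 16% in these data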;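 note: IDE supplied by intact live HEK cells; FP after avidin binding of uncleaved biotin substrate so inhibition keeps polarization high; 0% = DMSO wells and 100% = 60 µM reference IDE inhibitor Ii1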
Target sequence (P14735 whole entry, looked up): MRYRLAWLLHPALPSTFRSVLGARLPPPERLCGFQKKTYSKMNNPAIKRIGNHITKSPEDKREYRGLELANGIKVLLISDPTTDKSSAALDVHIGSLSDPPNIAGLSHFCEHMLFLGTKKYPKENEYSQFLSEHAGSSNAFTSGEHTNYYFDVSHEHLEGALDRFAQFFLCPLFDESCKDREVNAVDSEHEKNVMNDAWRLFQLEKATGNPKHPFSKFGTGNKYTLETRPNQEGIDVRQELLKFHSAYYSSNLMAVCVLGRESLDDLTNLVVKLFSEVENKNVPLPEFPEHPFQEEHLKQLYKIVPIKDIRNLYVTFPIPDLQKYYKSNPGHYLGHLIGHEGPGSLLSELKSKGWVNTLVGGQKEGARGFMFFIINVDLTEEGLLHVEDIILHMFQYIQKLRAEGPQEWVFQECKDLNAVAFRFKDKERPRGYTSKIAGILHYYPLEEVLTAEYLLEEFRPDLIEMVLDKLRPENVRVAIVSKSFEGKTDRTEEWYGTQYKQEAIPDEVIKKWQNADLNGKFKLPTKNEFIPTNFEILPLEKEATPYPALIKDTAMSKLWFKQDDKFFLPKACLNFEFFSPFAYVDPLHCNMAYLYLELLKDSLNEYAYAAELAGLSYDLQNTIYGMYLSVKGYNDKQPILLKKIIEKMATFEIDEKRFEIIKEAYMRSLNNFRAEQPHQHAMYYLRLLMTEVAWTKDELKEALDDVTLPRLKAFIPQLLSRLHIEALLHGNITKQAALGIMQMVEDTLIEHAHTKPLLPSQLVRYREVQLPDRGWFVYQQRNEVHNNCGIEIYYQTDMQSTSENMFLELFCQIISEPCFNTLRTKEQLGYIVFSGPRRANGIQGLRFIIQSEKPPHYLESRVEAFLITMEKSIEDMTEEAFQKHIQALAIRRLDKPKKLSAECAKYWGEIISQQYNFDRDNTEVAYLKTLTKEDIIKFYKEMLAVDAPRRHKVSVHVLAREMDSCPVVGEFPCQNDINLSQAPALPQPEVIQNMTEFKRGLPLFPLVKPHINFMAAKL
CHRM4 PAM – potentiates acetylcholine response at human M4 receptor | P08173 | CHO-K1 hM4/Gqi5, Fluo-8 calcium fluorescence, ACh EC20; 0% = ACh EC20, 100% = maximal ACh | activation, % at 3 µM | 0.4% of 360,000 active | AID 624126;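 active = activation above its plate's cutoff, the mean activation of sample wells plus 3 SD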; note: some results filed as inactive read as strong as hits
CRFR2-BP antag – antagonists of CRF-binding protein/CRF-R2 receptor complex. HEK293 CRF-R2/CRF-BP, CRF-induced calcium fluorescence. inhibition, % at 11.8 µM. 0.59% of 350,000 active;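 active = inhibition of the ligand-induced calcium signal above about 50% at the single tested concentration, limit read from the data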
M4 antag – CHRM4 antagonism in calcium assay. CHO-hM4 cells, ACh EC80, Fluo-8 calcium fluorescence. inhibition, % at 3 µM. 0.73% of 360,000 active. AID 624125;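 active = inhibition above its plate's cutoff, the mean inhibition of sample wells plus 3 SD, cut at about 27% in these data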;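 note: 0% = acetylcholine EC80 with DMSO and 100% = DMSO without agonist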
CRFBP-R2 agonist – agonists of human CRF-binding protein/CRF-R2 receptor complex. activation, % at 13.2 µM. HEK293 CRF-R2/CRF-BP, calcium dye fluorescence (FLIPR); percent of saturating CRF peptide response. 0.46% of 350,000 active. AID 588473;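 active = activation of at least 50%, plus an integration ratio under a set limit after plate pattern correction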;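 note: plate controls were neutral control wells without compound for no effect and CRF at EC100 for full effect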
CHRM5 agonist – agonists of human muscarinic M5 receptor (CHRM5). CHO-K1 hM5 cells, Fluo-8 calcium fluorescence; 0% DMSO wells, 100% maximal acetylcholine response. activation, % at 3 µM. 0.19% of 360,000 active;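 active = activation above the run's mean over test compounds plus 3 SD, cut at about 23% in these data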;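 note: signal is peak over basal fluorescence ratio across the kinetic read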
CHRM4 agonist – agonists of human muscarinic M4 receptor (CHRM4). P08173. CHO-K1 hM4/Gqi5, Fluo-8 calcium fluorescence; vehicle 0%, full acetylcholine response 100%. activation, % at 3 µM. 0.14% of 360,000 active. AID 624127;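 active = activation above the run mean over all test wells plus 3 SD, cut at about 32% in these data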;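 note: peak over basal fluorescence ratio per well then scaled between controls; 0% = DMSO wells and 100% = acetylcholine at EC100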
CHRM5 PAM – CHRM5 positive allosteric modulation. 0.3% of 360,000 active. AID 624038. CHO-K1 hM5, Fluo-8 calcium, ACh EC20 PAM; 0% = ACh EC20, 100% = ACh EC100. activation, % at 3 µM;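 active = activation above the run cutoff, the mean activation of all test compounds plus 3 SD, cut at about 18% in these data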
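Assay system: CHO-K1 hM5 cells. Also added: acetylcholine at EC20 concentration, added after compound. Dosing: 3 µM, single dose. Times: compound preincubation 140 s before EC20 acetylcholine addition. Signal: Fluo-8 calcium fluorescence. Measure: % activation relative to EC20 and EC100 ACh responses. Repeats: singlicate, one well per test compound.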
M5 antag – blocks acetylcholine activation of human M5 receptor; CHO-hM5 cells, Fluo-8 calcium fluorescence, ACh EC80; AID 624040; 0.59% of 360,000 active; P08912; inhibition, % at 3 µM;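 active = inhibition above a per-plate cutoff, the mean of that plate's test compounds plus 3 SD, cut at about 27% in these data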;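 note: 0% = acetylcholine EC80 with DMSO and 100% = DMSO without agonist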
Starred values were filed as active, the others as inactive. Outcome played no part in choosing rows; any-hit rate near 2.9%.

For Cn1c(=O)c2c(nc(CN3CCN(Cc4ccccc4)CC3)n2Cc2ccc(Cl)cc2)n(C)c1=O the results were IDE cell inh 5, CHRM4 PAM -2, CRFR2-BP antag -4, M4 antag -12, CRFBP-R2 agonist -1.8, CHRM5 agonist -3, CHRM4 agonist 2, CHRM5 PAM 1 and M5 antag -3.
CN(C)c1nc(N)nc(CSc2nnnn2C)n1 was read as IDE cell inh 3, CHRM4 PAM 4, CRFR2-BP antag 10, M4 antag 5, CRFBP-R2 agonist -0.5, CHRM5 agonist -1, CHRM4 agonist 0, CHRM5 PAM 4 and M5 antag 1.
`C=CCN=Cc1c(C)[nH]n(-c2ccccc2)c1=O` gave IDE cell inh 5, CHRM4 PAM 1, CRFR2-BP antag 8, M4 antag 2, CRFBP-R2 agonist -2.1, CHRM5 agonist -3, CHRM4 agonist 0, CHRM5 PAM -5 and M5 antag 4.
For Cc1ccccc1-c1nc(CS(=O)CC(=O)NCCN2CCOCC2)c(C)o1 (configuration not stated) the results were IDE cell inh 1, CHRM4 PAM 0, CRFR2-BP antag -9, M4 antag -2, CRFBP-R2 agonist 0.6, CHRM5 agonist 1, CHRM4 agonist 6, CHRM5 PAM -6 and M5 antag 5.
Screening Cc1cccc(CS(=O)(=O)c2nnc([C@H](Cc3ccccc3)NC(=O)OC(C)(C)C)o2)c1 returned IDE cell inh 1, CHRM4 PAM -16, CRFR2-BP antag 12, M4 antag 67*, CRFBP-R2 agonist 14, CHRM5 agonist 3, CHRM4 agonist 7, CHRM5 PAM 1 and M5 antag 8.
For COCCOC(=O)C1=C(C)NC(=O)NC1c1ccc(-c2cc(Cl)ccc2Cl)o1 (configuration not stated) the results were IDE cell inh 4, CHRM4 PAM 8, CRFR2-BP antag -95, M4 antag 1, CRFBP-R2 agonist 5.1, CHRM5 agonist -1, CHRM4 agonist 3, CHRM5 PAM 2 and M5 antag -3.
O=C(O)/C=C/C(=O)NCC1CCC(CNC(=O)/C=C/C(=O)O)CC1 (configuration not stated) was read as IDE cell inh 4, CHRM4 PAM 0, CRFR2-BP antag 18, M4 antag -3, CRFBP-R2 agonist -2.4, CHRM5 agonist -2, CHRM4 agonist 1, CHRM5 PAM 4 and M5 antag 3.
C=CCc1ccc(OCCCCNC(C)CC)c(OC)c1 (configuration not stated) was read as IDE cell inh 4, CHRM4 PAM -1, CRFR2-BP antag -8, M4 antag -2, CRFBP-R2 agonist -3.7, CHRM5 agonist -5, CHRM4 agonist 1, CHRM5 PAM 0 and M5 antag -6.
Screening CCN(CC)S(=O)(=O)c1cccc(C(=O)OCC(=O)NC(C)c2ccccc2)c1 (configuration not stated) returned IDE cell inh 8, CHRM4 PAM 8, CRFR2-BP antag 0, M4 antag -2, CRFBP-R2 agonist -2.9, CHRM5 agonist 5, CHRM4 agonist 2, CHRM5 PAM 0 and M5 antag -7.
For CCOc1ccc(NC(=O)c2nccnc2CO)cc1 the results were IDE cell inh 3, CHRM4 PAM -2, CRFR2-BP antag -9, M4 antag 0, CRFBP-R2 agonist -0.7, CHRM5 agonist 1, CHRM4 agonist 1, CHRM5 PAM -1 and M5 antag 2.
`CC(/C=C/C1(O)C(C)CC(=O)CC1(C)C)OC1OC(CO)C(O)C(O)C1O` (configuration not stated) gave IDE cell inh -8, CHRM4 PAM 1, CRFR2-BP antag 2, M4 antag -1, CRFBP-R2 agonist 0.0, CHRM5 agonist 3, CHRM4 agonist 0, CHRM5 PAM -1 and M5 antag 8.
For COc1ccccc1-n1c(SCC(=O)Nc2cccc(S(N)(=O)=O)c2)nc2ccccc2c1=O the results were IDE cell inh 4, CHRM4 PAM 2, CRFR2-BP antag -7, M4 antag 0, CRFBP-R2 agonist 0.9, CHRM5 agonist -4, CHRM4 agonist 0, CHRM5 PAM -1 and M5 antag 0.
Screening CC(C)CC1NC(=O)N(CC(=O)N2c3ccccc3NC(=O)C2(C)C)C1=O (configuration not stated) returned IDE cell inh 9, CHRM4 PAM 5, CRFR2-BP antag 3, M4 antag -5, CRFBP-R2 agonist -0.4, CHRM5 agonist -6, CHRM4 agonist 1, CHRM5 PAM -13 and M5 antag 22.
Screening COc1ccccc1N1CCN(C(=O)CSc2nc(-c3ccccc3)cc(=O)[nH]2)CC1 returned IDE cell inh 5, CHRM4 PAM -4, CRFR2-BP antag -2, M4 antag -3, CRFBP-R2 agonist -3.7, CHRM5 agonist -4, CHRM4 agonist 7, CHRM5 PAM -8 and M5 antag 4.
`Cc1cccc(-n2cc(CN3CCN(C(=O)c4ncn[nH]4)CC3)c(-c3cccc(F)c3)n2)c1` gave IDE cell inh 4, CHRM4 PAM 4, CRFR2-BP antag 7, M4 antag 1, CRFBP-R2 agonist 1.2, CHRM5 agonist 0, CHRM4 agonist 2, CHRM5 PAM -2 and M5 antag 10.
`CCOC(=O)Cn1c(=O)oc2cc(S(=O)(=O)N3CCN(C(=O)c4ccco4)CC3)ccc21` gave IDE cell inh 6, CHRM4 PAM -1, CRFR2-BP antag -1, M4 antag 3, CRFBP-R2 agonist -0.9, CHRM5 agonist 3, CHRM4 agonist 1, CHRM5 PAM -10 and M5 antag 6.
COc1cccc(-c2cnc3c(NC=O)cc(-c4cccc(C(=O)N(C)C)c4)cn23)c1 was read as CHRM4 PAM -3, M4 antag -8, CHRM5 agonist 5, CHRM4 agonist 15, CHRM5 PAM -11 and M5 antag -4.
Screening O=C(CN1CCOCC1)NCc1ccccc1Cl returned IDE cell inh 0, CHRM4 PAM -1, CRFR2-BP antag -7, M4 antag 3, CRFBP-R2 agonist -0.7, CHRM5 agonist -1, CHRM4 agonist 0, CHRM5 PAM 2 and M5 antag 6.
Screening CC(=O)OC[C@@H]1CN(Cc2ccccc2)C[C@H](n2cnc3c(NCc4ccc(F)cc4)ncnc32)O1 returned CHRM4 PAM 4, M4 antag -25, CHRM5 agonist 3, CHRM4 agonist 26, CHRM5 PAM 0 and M5 antag -2.
`CC(OC(=O)c1ccccc1C(=O)N(C)c1ccccc1)C(=O)Nc1ccc(C(N)=O)cc1` (configuration not stated) gave IDE cell inh -1, CHRM4 PAM 0, CRFR2-BP antag 13, M4 antag -8, CRFBP-R2 agonist -0.7, CHRM5 agonist 2, CHRM4 agonist 0, CHRM5 PAM 2 and M5 antag -1.
`CSc1ccc(Cl)c(C(=O)OCC(=O)N2CCN(c3ccccc3)CC2)c1` gave CHRM4 PAM -2, CRFR2-BP antag 11, M4 antag 8, CRFBP-R2 agonist 0.0, CHRM5 agonist -1, CHRM4 agonist 3, CHRM5 PAM 3 and M5 antag 2.
Screening Cc1cccc(N2CCN(C(=O)c3ccoc3C)CC2)c1C returned IDE cell inh 15, CHRM4 PAM 0, CRFR2-BP antag -4, M4 antag -9, CRFBP-R2 agonist -1.4, CHRM5 agonist -3, CHRM4 agonist 1, CHRM5 PAM -3 and M5 antag 2.
Cc1ccc(C2(C)NC(=O)N(Cc3c(C)noc3C)C2=O)cc1 (configuration not stated) was read as IDE cell inh 0, CHRM4 PAM 0, CRFR2-BP antag 7, M4 antag -3, CRFBP-R2 agonist 0.4, CHRM5 agonist 1, CHRM4 agonist 1, CHRM5 PAM -4 and M5 antag 1.
`COc1ccc(-c2noc(-c3cccc(Cl)c3)n2)cc1OC` gave IDE cell inh -1, CHRM4 PAM -3, CRFR2-BP antag -10, M4 antag -6, CRFBP-R2 agonist -1.0, CHRM5 agonist -4, CHRM4 agonist 1, CHRM5 PAM -3 and M5 antag 4.
CC1CC(=O)Nc2ccccc2N1C(=O)CSc1nnnn1C(C)C (configuration not stated) was read as IDE cell inh -5, CHRM4 PAM 14, CRFR2-BP antag 2, M4 antag -1, CRFBP-R2 agonist 0.3, CHRM5 agonist 0, CHRM4 agonist 2, CHRM5 PAM 2 and M5 antag -7.
Screening CS(=O)(=O)c1ccc2sc(NC(=O)c3cc4ccccc4o3)nc2c1 returned IDE cell inh 5, CHRM4 PAM 11, CRFR2-BP antag 0, M4 antag 1, CRFBP-R2 agonist -1.0, CHRM5 agonist -1, CHRM4 agonist 1, CHRM5 PAM 2 and M5 antag 4.
Screening COc1cccc(-c2cc(-c3cccnc3)c(C#N)c(N)n2)c1 returned IDE cell inh 5, CHRM4 PAM 3, CRFR2-BP antag -12, M4 antag -8, CRFBP-R2 agonist -0.5, CHRM5 agonist -1, CHRM4 agonist 2, CHRM5 PAM -2 and M5 antag 5.
Screening COc1cc(OC)c(CN2CCc3c([nH]c4ccccc34)C2)cc1Br returned IDE cell inh 6, CHRM4 PAM -16, CRFR2-BP antag -13, M4 antag 26, CRFBP-R2 agonist -0.4, CHRM5 agonist -18, CHRM4 agonist 4, CHRM5 PAM 14 and M5 antag -6.
COc1ccc(C2(C(=O)Nc3ccc(C)c(C)c3)CCOCC2)cc1 was read as IDE cell inh 5, CHRM4 PAM 4, CRFR2-BP antag -16, M4 antag -10, CRFBP-R2 agonist 0.7, CHRM5 agonist -2, CHRM4 agonist 0, CHRM5 PAM -2 and M5 antag 4.
CC(C)N1C(=O)CCC1C(=O)N1CCN(c2ccc(F)cc2)CC1 (configuration not stated) was read as IDE cell inh -4, CHRM4 PAM -5, CRFR2-BP antag -15, M4 antag -4, CRFBP-R2 agonist 0.6, CHRM5 agonist 0, CHRM4 agonist 0, CHRM5 PAM -6 and M5 antag -1.

Among those listed so far, 2 have two or more sulfur atoms.
For COc1ccccc1-n1c(SCC(=O)Nc2cccc(S(N)(=O)=O)c2)nc2ccccc2c1=O the results were IDE cell inh 4, CHRM4 PAM 2, CRFR2-BP antag -7, M4 antag 0, CRFBP-R2 agonist 0.9, CHRM5 agonist -4, CHRM4 agonist 0, CHRM5 PAM -1 and M5 antag 0.
Screening CS(=O)(=O)c1ccc2sc(NC(=O)c3cc4ccccc4o3)nc2c1 returned IDE cell inh 5, CHRM4 PAM 11, CRFR2-BP antag 0, M4 antag 1, CRFBP-R2 agonist -1.0, CHRM5 agonist -1, CHRM4 agonist 1, CHRM5 PAM 2 and M5 antag 4.

(list continues)
Cc1cc(C(=O)N2CCN(Cc3ccc4c(c3)OCO4)CC2)cs1 was read as IDE cell inh -6, CHRM4 PAM 1, CRFR2-BP antag 9, M4 antag 7, CRFBP-R2 agonist -0.3, CHRM5 agonist -4, CHRM4 agonist 0, CHRM5 PAM -8 and M5 antag 11.
Screening CC1CCCN(S(=O)(=O)c2cccc(C(=O)NCc3ccco3)c2)C1 (configuration not stated) returned IDE cell inh -1, CHRM4 PAM 3, CRFR2-BP antag 1, M4 antag 7, CRFBP-R2 agonist 0.4, CHRM5 agonist -6, CHRM4 agonist 1, CHRM5 PAM -11 and M5 antag 18.
CN(Cc1ccccc1Cl)C(=O)C1CCC(=O)N(CCc2cccc(F)c2)C1 (configuration not stated) was read as IDE cell inh 0, CHRM4 PAM 1, CRFR2-BP antag 4, M4 antag -2, CRFBP-R2 agonist 0.6, CHRM5 agonist 2, CHRM4 agonist 2, CHRM5 PAM 4 and M5 antag -4.
Screening COCCNC(=O)CCCn1c(=O)c2ccccc2n(Cc2ccccc2C#N)c1=O returned IDE cell inh -2, CHRM4 PAM -4, CRFR2-BP antag 0, M4 antag -8, CRFBP-R2 agonist 0.0, CHRM5 agonist -7, CHRM4 agonist 1, CHRM5 PAM 0 and M5 antag -4.
CCOC(=O)Cc1c(-c2cccc(Br)c2)nc2c3ccccc3ccn12 was read as CHRM4 PAM -6, M4 antag -5, CHRM5 agonist 1, CHRM4 agonist 4, CHRM5 PAM -10 and M5 antag 9.
